# A350 fluor: qHTS Assay for Spectroscopic Profiling in A350 Spectral Region; AID 590, 2007; max dye-equivalent concentration, M; hit rate 11% among 59,000; Compound autofluorescence, 340/450 nm, Alexa 350 dye-equivalents; active compounds read high; in the data active = max dye-equivalent concentration above about 10 nM; inconclusive = mostly about 1.1 nM to 9.6 nM
# Fluorescein fluor: qHTS Assay for Spectroscopic Profiling in Fluorescein Spectral Region | AID 593, 2007 | Compound autofluorescence, 480/540 nm, fluorescein-equivalent; active compounds read high | max fluorescein-equivalent concentration, M | hit rate 0.91% among 59,000; in the data active = max fluorescein-equivalent concentration above about 10 nM; inconclusive = between about 1.1 nM and that limit
#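 First, buffer (100 mM Tris, pH 8.0) dispensed; second, compounds and fluorescein standards pinned in; third, 15 min room-temperature incubation; finally, imaging at ex 480 nm/em 540 nm. Fluorescence normalized against the six-point fluorescein curve.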
# Casp7 inh: qHTS Assay for Allosteric/Competitive Inhibitors of Caspase-7 | Potency, µM (titrated, usually from 57.5 µM), without a hit: at the highest dose activity change, negative = inhibition, hits mostly inhibitors | hit rate 0.02% among 75,000 | recombinant caspase-7, Ac-DEVD-AFC fluorescence rate | AID 889, 2007 | P55210; active = well fitted inhibition curve with a large enough effect in the main read-out, with a control signal flat, not every such curve was filed as active; inconclusive = small, poorly fitted or top-dose-only effect, or a change in a side signal; also: potency is read from the fitted curve at half-maximal effect; % of control where 0% means no effect
# Target sequence (P55210 24-198 limits assumed): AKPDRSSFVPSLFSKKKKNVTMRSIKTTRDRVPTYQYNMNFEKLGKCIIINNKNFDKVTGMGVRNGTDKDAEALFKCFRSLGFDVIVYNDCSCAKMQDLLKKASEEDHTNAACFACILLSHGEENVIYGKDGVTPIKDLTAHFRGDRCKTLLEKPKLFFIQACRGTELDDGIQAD
# Target sequence (P55210 207-303 limits assumed): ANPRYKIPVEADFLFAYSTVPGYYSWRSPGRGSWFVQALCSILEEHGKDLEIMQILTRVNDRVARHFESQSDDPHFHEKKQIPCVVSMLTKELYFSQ
# 4MU fluor: qHTS Assay for Spectroscopic Profiling in 4-MU Spectral Region; hit rate 11% among 59,000; compound autofluorescence, 340/450 nm, 4-MU equivalents; active compounds read high; AID 589, 2007; max dye-equivalent concentration, M; in the data active = max dye-equivalent concentration above about 10 nM; inconclusive = mostly about 1.1 nM to 9.6 nM
#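 Intrinsic fluorescence at 340/450 nm (ex/em) was read after 15 min at room temperature in pH 8.0, 100 mM Tris. Each compound concentration expressed as 4-MU-equivalent concentration from a six-point 4-MU standard series on each plate.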
# BRCT PPI green: qHTS Assay for Inhibitors of BRCT-Phosphoprotein Interaction (Green Fluorophore) | AID 875, 2007 | BRCA1 BRCT-phosphopeptide binding, green fluorescence polarization | Potency, µM (titrated, usually from 76.9 µM), inactives show at the top dose activity change, negative = inhibition, usual class: inhibitors | hit rate 0.05% among 75,000;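 also: potency is read from the fitted curve at half-maximal effect; plate controls were peptide without protein for full effect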
#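 Compounds were incubated for 12 min at room temperature with a complex of 100 nM fluorescein-tagged pBACH1 decapeptide and 250 nM His-tagged BRCT protein. Buffer was phosphate pH 7.3 with EDTA, DTT and Tween 20. Disruption of binding lowers the polarization signal.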
# GFP derepression: qHTS Assay for Epigenetic Modulators; mouse C127i GFP locus derepression, cytometry, 30 h; hit rate 0.09% among 68,000; Potency, µM (highest dose often 46.1 µM), for inactives: top-dose GFP derepression (activation); also: % of control where 0% means no effect
#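 Read-out is the number of GFP-positive cells, scored as fluorescent objects 20 to 120 um wide, reflecting derepression of a silenced CMV-GFP reporter in murine C127i cells after 30 h compound exposure at 37 C.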
# UbGFP stabilizer: Ubiquitin-GFP Assay | Ubiquitin-GFP reporter cells, proteasome inhibition, GFP fluorescence; response scale: untreated = 0%, 10 µM MG-132 = 100% | Potency, µM (top dose mostly 45.9 µM), inactives show at the top dose activation (GFP accumulation), usual class: activators | 67,000 tested, under 10 active; active = well fitted activation curve with a large enough effect, not every such curve was filed as active; inconclusive = small, poorly fitted or top-dose-only effect, or another doubt; inactive = no such curve, though single readings can be large or run the other way; also: potency is read from the fitted curve at half-maximal effect
#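 U2OS cells stably expressing ubiquitin(G76V)-GFP, seeded overnight in 0.5% FBS medium, were exposed to compounds (qHTS, 46 uM to 2.9 nM) for 4 hr at 37 °C. GFP-positive cells were counted by laser cytometry (488 ex/515 em), normalized between basal and 10 uM MG-132.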
# USP2a inhib: qHTS Assay for Inhibitors of Ubiquitin-specific Protease USP2a | Ubiquitin carboxyl-terminal hydrolase 2 (Homo sapiens), O75604 | USP2a enzymatic assay, qHTS inhibition | hit rate 0.1% among 60,000 | Potency, µM (highest dose often 38.3 µM), for the others: top-dose activity change, negative = inhibition, most hits filed as inhibitors | AID 927, 2007;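 also: potency is read from the fitted curve at half-maximal effect; nearly all actives have a fitted effect of over 60% in size; plate controls were DMSO for no effect and NEM full inhibition control for full effect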
# Target sequence (O75604 whole entry, looked up): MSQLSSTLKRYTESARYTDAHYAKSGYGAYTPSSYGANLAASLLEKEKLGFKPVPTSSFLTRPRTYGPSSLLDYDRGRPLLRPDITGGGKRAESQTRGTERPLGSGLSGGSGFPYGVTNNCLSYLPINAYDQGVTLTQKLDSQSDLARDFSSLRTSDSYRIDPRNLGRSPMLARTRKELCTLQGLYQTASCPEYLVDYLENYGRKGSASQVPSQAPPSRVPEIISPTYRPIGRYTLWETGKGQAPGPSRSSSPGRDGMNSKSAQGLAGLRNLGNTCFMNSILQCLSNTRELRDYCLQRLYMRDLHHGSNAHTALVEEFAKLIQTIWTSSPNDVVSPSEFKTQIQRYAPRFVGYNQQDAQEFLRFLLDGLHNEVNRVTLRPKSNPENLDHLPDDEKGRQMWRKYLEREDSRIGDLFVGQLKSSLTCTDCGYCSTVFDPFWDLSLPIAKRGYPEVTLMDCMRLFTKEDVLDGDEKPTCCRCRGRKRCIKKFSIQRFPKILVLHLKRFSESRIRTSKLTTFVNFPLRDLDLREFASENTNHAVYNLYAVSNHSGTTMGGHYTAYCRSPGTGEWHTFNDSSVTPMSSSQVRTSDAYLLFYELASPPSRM
#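 20 nM USP2 core + cpd, 30 min RT; add 20 nM Ub-PLA2/20 uM NBD C6-HPC; read Ex460/Em535 at 0 h and 2.5 h. Normalized to NEM; qHTS curve fit/classification.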
# BRCT PPI red: qHTS Assay for Inhibitors of BRCT-Phosphoprotein Interaction (Red Fluorophore) | Breast cancer type 1 susceptibility protein (Homo sapiens), P38398 | BRCT-phosphopeptide binding, red fluorescence polarization | Potency, µM (top dose mostly 76.9 µM), inactives show at the top dose activity change, negative = inhibition, actives largely listed as inhibitors | hit rate 0.03% among 75,000 | AID 892, 2007; also: % is scaled to controls: 0 for no effect and ±100 for the full control effect
#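 Fluorescence polarization: 100 nM His-tagged BRCA1 BRCT with 100 nM TAMRA-labelled phospho-BACH1 decapeptide, phosphate buffer pH 7.3 with 150 mM NaCl, DTT, 0.01% Tween 20; 12 min RT. Binding inhibition seen as FP decrease.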
# HEK293 cAMP ctrl: qHTS Assay for Agonists of the Thyroid Stimulating Hormone Receptor: Activators of Intracellular cAMP Concentrations in Parental HEK 293. parental HEK293 CNG cAMP sensor, membrane potential fluorescence. Potency, µM (series often up to 57.1 µM), inactives show at the highest dose activation, usual class: activators. hit rate 2.5% among 73,000. AID 938, 2007; also: potency is read from the fitted curve at half-maximal effect; % of control where 0% means no effect; nearly all actives have a fitted effect of over 55% in size
#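 Parental HEK 293 cells stably expressing a modified CNG channel (no TSHR) report cAMP rise as membrane depolarization. Membrane potential dye with 100 uM RO 20-1724 was loaded for 60 min at room temperature, then compound added for 30 min; fluorescence read at 590 nm.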
# Caspase-1 inhib: qHTS Assay for Allosteric/Competitive Inhibitors of Caspase-1. AID 900, 2007. Caspase-1 enzyme, Ac-WEHD-AFC fluorogenic rate. Potency, µM (highest dose often 57.5 µM), for inactives: at the top dose activity change, negative = inhibition, hits mostly inhibitors. P29466. hit rate 0.03% among 75,000;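 also: potency is read from the fitted curve at half-maximal effect; plate controls were vehicle for no effect and no substrate for full effect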
# * hit, by the source's call; i = inactive; ? = inconclusive; . = not tested or not shown; [ ] = remark or other dose. Unless noted, calls follow the shape of the dose curve; as a rule, active = well fitted curve in the direction sought with a large enough effect; inconclusive = small, poorly fitted or top-dose-only effect, or another doubt; inactive = no such curve, though single readings can be large; an effect the other way counts as inactive or inconclusive. Not all compounds are listed; the hit share may differ from the screen's.
# Under each structure: A350 fluor	Fluorescein fluor	Casp7 inh	4MU fluor	BRCT PPI green	GFP derepression	UbGFP stabilizer	USP2a inhib	BRCT PPI red	HEK293 cAMP ctrl	Caspase-1 inhib
CSCC[C@H](NC(=O)Nc1ccc(C)cc1C)C(=O)O
→ i	?	0.4%	i	-4.2%	0.0%	-7.1%	2.6%	-1.3%	2.0%	1.6%
COc1cccc(C(=O)Nc2ccc(NC(=O)C(C)(C)C)cn2)c1
→ i	i	-3.8%	i	1.2%	3.9%	-5.1%	-1.4%	-0.4%	7.1%	1.1%
COc1ccccc1C(=O)Nc1c2c(nn1-c1cccc(C)c1C)CS(=O)(=O)C2
→ ?	i	0.5%	i	-1.2%	2.2%	0.0%	3.5%	-0.1%	5.01µM*	-2.2%
c1ccc(CNc2ncncc2-c2ccc3c(c2)OCO3)cc1
→ i	i	-8.4%	i	-1.2%	-0.7%[9.22 µM]	4.7%	94.5%[activator]	0.2%	?	-4.4%
CCOCCn1c(COc2ccccc2)nc2ccccc21
→ .	.	-1.6%	.	-1.7%	-1.6%	-7.7%	1.0%	0.7%	?	1.3%
CCCC(C(=O)NC1CCCC1)N(Cc1cccs1)C(=O)c1snc(C(N)=O)c1N (stereo not drawn)
→ 6.02e-08M*	?	-9.1%	7.82e-08M*	-0.3%	0.0%	-1.7%	10.2%	-3.1%	?	-8.6%
Cc1cn2c(nc1=O)OC1C(O)C(COC(=O)c3ccccc3)OC12 (stereo not drawn)
→ i	?	-1.3%	i	0.9%	1.1%	0.9%	-3.3%	1.4%	1.4%	0.0%
O=C(Cn1nnc(-c2ccccc2)n1)Nc1ccccc1N1CCOCC1
→ i	i	0.0%	i	0.4%	1.3%	4.6%	2.7%	-1.8%	?	-1.0%
CC1(C)Cc2ccccc2C(Nn2cnnc2)=N1
→ .	.	0.1%	.	-0.7%	0.0%	11.7%	-0.7%	-0.6%	12.4%	0.2%
CCc1nccn1S(=O)(=O)c1ccc2ccc(C)cc2c1
→ i	?	-0.1%	i	-1.2%	1.3%	18.5%	-2.6%	-1.2%	?	2.0%
COc1ccc(NS(=O)(=O)c2ccc3c(c2)CCC(=O)N3)c(OC)c1
→ ?	i	-0.4%	?	-0.3%	-2.8%	9.6%	-1.9%	-0.6%	3.7%	-4.0%
COc1ccc(Cl)cc1NC(=O)c1cnc2n(c1=O)CCS2
→ .	.	0.7%	.	-3.6%	.	-1.0%	.	-7.1%	29.5%	-2.5%
CCC(=O)N1CCN(c2ccc(NC(=O)c3ccco3)cc2)CC1
→ i	i	-0.9%	i	-1.5%	-3.2%	-2.6%	-8.4%	-2.1%	5.9%	0.2%
CCCS(=O)(=O)n1nc(-c2ccc(OC)cc2OC)cc1N
→ .	.	-0.1%	.	-0.2%	0.0%	1.4%	.	1.4%	7.4%	-8.4%
COc1ccc(C(=O)N2CCN(C3CCCCC3)CC2)c(OC)c1
→ i	?	4.3%	i	0.5%	-6.7%	-2.0%	10.4%	0.9%	5.6%	2.8%
COC(=O)[C@@]1(Cc2ccc(OC)cc2)[C@H]2c3cc(C(=O)N(C)C)n(Cc4ccc(S(C)(=O)=O)cc4)c3C[C@H]2CN1C(=O)c1ccccc1
→ .	.	-3.5%	.	-0.3%	.	.	.	-1.0%	?	-5.6%
O=C(CCC(=O)OCCCC(F)(F)C(F)(F)F)NC1CCCCC1
→ .	.	-0.6%	.	-3.1%	5.4%	-17.4%	-0.4%	2.1%	14.5%	-0.7%
CC(C)COc1ccc(C(=O)OCCN2CCOCC2)cc1
→ i	i	1.6%	i	-0.4%	2.2%	-0.6%	2.3%	0.5%	20.1%	0.5%
C[C@H](OP(=O)(O)O)[C@H](N)C(=O)O
→ i	?	1.2%[11.5 µM]	i	0.8%[15.4 µM]	6.9%[9.22 µM]	-8.1%[9.17 µM]	.	0.4%[15.4 µM]	4.0%[11.4 µM]	-1.3%[11.5 µM]
Oc1ccccc1CN1CCCN(Cc2ccccc2O)C1
→ i	?	0.3%	i	-2.4%	-1.6%	-5.0%	-5.5%	0.6%	17.2%	-0.7%
CN/C(=C\[N+](=O)[O-])NCCSCc1ccc(CN(C)C)o1
→ i	?	-1.2%	i	-2.3%[3.08 µM]	-0.4%	1.2%	0.6%	0.4%	?	2.7%
Cn1c(SCC(=O)NCc2ccc3c(c2)OCO3)nnc1-c1c[nH]c2ccccc12
→ ?	?	1.7%	i	-2.8%	2.3%	-4.2%	14.7%	1.1%	-2.5%	0.5%
CCOc1ccc2cc(C#N)c(SCC(=O)N3CCCC3)nc2c1
→ 1.03e-07M*	i	-2.0%	1.22e-07M*	1.6%	-1.7%	3.7%	-7.0%	1.4%	21.3%	-3.9%
CN1C(=O)C2(Nc3ccccc3-c3nc4ccccc4n32)c2ccccc21 (stereo not drawn)
→ ?	?	-1.2%	?	-2.7%	5.1%	3.7%	8.1%	-0.9%	9.7%	-1.5%
O=C(CCn1cccc1)Nc1cccc(F)c1
→ .	.	0.5%	.	-0.5%	.	.	.	0.2%	3.8%	-3.9%
COc1ccc(OC)c(C(c2nnnn2Cc2ccccc2)N2CCN(C3CCCCC3)CC2)c1 (stereo not drawn)
→ i	?	-5.4%	i	-0.8%	-2.4%	5.3%	12.8%	0.7%	-3.8%	0.4%
Cc1ccc(-n2c(C)cc(C(=O)OCC(=O)N(C)C3CCS(=O)(=O)C3)c2C)cc1 (stereo not drawn)
→ i	i	-0.7%	i	-1.3%	-1.6%	1.0%	18.2%	-1.7%	12.4%	-1.1%
O=C(Nc1cccc(O)c1)c1ccc(Br)c(S(=O)(=O)N2CCCCC2)c1
→ .	.	0.7%	.	-0.2%	1.5%	1.7%[9.17 µM]	2.0%[7.66 µM]	-0.4%	13.4%[11.4 µM]	-4.8%
Cc1cccc(OCCn2c(NC(=O)c3ccco3)nc3ccccc32)c1
→ ?	i	-1.7%	?	0.4%	21.3%	3.9%	-10.8%	-1.2%	31.6µM*	-4.1%
Cc1c(C)c2c(C)[nH]nc2oc1=O
→ i	i	-2.5%	i	-3.0%	0.0%	2.7%	-2.9%	0.9%	5.3%	-0.4%
O=C1C2=CC[C@H]3C(=O)N(C[C@@H]4CCCO4)C(=O)[C@@H]3[C@@H]2[C@H](O)[C@@H]2O[C@H]12
→ .	.	-15.7%[11.5 µM]	.	-2.7%[15.4 µM]	.	.	.	0.3%[15.4 µM]	-1.8%[11.4 µM]	-7.7%[11.5 µM]
CS(=O)(=O)N1CCCC(C(=O)NCc2ccc(F)cc2)C1 (stereo not drawn)
→ ?	i	0.2%	?	-0.9%	-1.4%	-15.2%	5.2%	-1.3%	3.5%	-0.6%
COCC(=O)N1CCC[C@@]2(CCN(Cc3ccc(C#N)cc3)C2)C1
→ i	?	-1.3%	i	-0.8%	0.1%[9.22 µM]	2.2%	2.8%	0.8%	9.9%	-2.8%
C=C(C)c1cccc(C(C)(C)NC(=O)N2CCN(c3ccccn3)CC2)c1
→ .	.	-1.5%	.	-5.3%	.	-6.2%	.	0.7%	?	1.1%
O=C(O)[C@@H]1[C@@H]2O[C@H]([C@@H](Br)[C@H]2Br)[C@H]1C(=O)O
→ i	i	1.6%[11.5 µM]	i	0.1%[15.4 µM]	1.1%[9.22 µM]	0.3%[9.17 µM]	.	-2.0%[15.4 µM]	?	-1.2%[11.5 µM]
CCOc1ccc2nc(Nc3nc4c(c(=O)[nH]3)CCC4)nc(C)c2c1
→ .	.	-2.2%	.	-1.3%	2.3%	-9.4%	.	1.4%	2.0%	-0.6%
COc1ccc(CC(=O)NCc2cccs2)cc1
→ i	?	0.4%	i	-3.6%	4.0%	3.3%	9.5%	1.0%	6.1%	1.3%
O=C(NCc1ccco1)C1CCN(C(=O)Cc2ccccc2)CC1
→ .	.	-0.7%	.	-0.5%	-1.8%	14.5%	-1.1%	-1.7%	27.7%	-0.6%
CCOC(=O)C1=C(N)OC2=C(C(=O)CC(C)(C)C2)C1c1cccnc1 (stereo not drawn)
→ i	?	-0.5%	i	0.8%	-0.1%	8.8%	-13.5%	-0.2%	?	-0.4%
Cc1noc(/C=C/N(C)C)c1S(=O)(=O)N(C)CC(=O)N1CCc2ccccc21
→ i	i	-25.5%	i	-2.3%	-2.9%	12.0%	29.9%	0.5%	-2.5%	?
C=CCCCC
→ .	.	2.1%	.	-0.7%	.	.	.	1.6%	-36.0%[inhibitor]	1.3%
O=C(O)CSc1nnc(-c2cccnc2)n1Cc1ccccc1
→ i	i	-6.3%	i	-3.1%	-2.7%	0.9%	-5.6%	-2.2%	9.6%	-1.1%

# Screens as filed in PubChem.
